Cneo AK release = Cryptococcus neoformans lysis via adenylate kinase release. C. neoformans lysis, adenylate kinase release luminescence, 4 h; normalised: neutral wells 0, clomiphene wells 100. lysis activity, % at 15 µM. 0.2% of 360,000 active;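 active = mean lysis activity across replicates of at least 80%, whatever share of replicates individually reach that level; inactive = mean lysis activity below 80%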
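read-out = cell lysis signal | test system = log-phase Cryptococcus neoformans yeast cells | input = cells at 5 × 10^6 per mL | medium = fresh YPD growth medium | signal = luminescent adenylate kinase detection reagent | timing = 4 h at 37 °C static, read 1 h later | dosing = single dose | controls = Clomiphene as positive lysis control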
ERAP1 inh = ERAP1 (human) enzyme inhibition. recombinant ERAP1, Leu-AMC fluorescence, 60 min. inhibition, % at 10.7 µM. 0.15% of 340,000 active. AID 652197;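 active = mean replicate inhibition of at least 30%, or all replicates individually reaching that 30% level; inactive = mean below 30% and not every replicate reaching it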;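 also: 0% = neutral control wells and 100% = L-leucinethiol positive control wells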
PglD DTNB = inhibitors of Campylobacter jejuni PglD acetyltransferase; purified PglD enzyme, DTNB colorimetric CoA detection; inhibition, % at 12.5 µM; AID 602405; 0.098% of 360,000 active; in the data active = inhibition above about 16%, passing the limit was not always enough; also: strong numbers were not always called active
RAD52 anneal inh = blocks human RAD52 DNA annealing; recombinant RAD52 DNA annealing, FRET fluorescence; P43351; 0.46% of 360,000 active; inhibition, % at 18.7 µM;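 active = every replicate showing at least 50% inhibition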
Target sequence (P43351 whole entry, looked up): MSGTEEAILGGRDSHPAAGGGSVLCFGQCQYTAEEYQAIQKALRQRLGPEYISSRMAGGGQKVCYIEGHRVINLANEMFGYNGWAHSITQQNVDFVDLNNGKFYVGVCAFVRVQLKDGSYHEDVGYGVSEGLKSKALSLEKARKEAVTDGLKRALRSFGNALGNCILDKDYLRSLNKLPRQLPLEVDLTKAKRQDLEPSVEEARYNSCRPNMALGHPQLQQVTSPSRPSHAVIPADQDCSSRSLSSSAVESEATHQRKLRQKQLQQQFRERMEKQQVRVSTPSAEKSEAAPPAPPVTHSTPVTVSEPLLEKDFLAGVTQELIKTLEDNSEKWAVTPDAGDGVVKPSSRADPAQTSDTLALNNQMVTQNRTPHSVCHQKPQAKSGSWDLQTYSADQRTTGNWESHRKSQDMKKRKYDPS
PGC1a acetyl inh = PGC1a acetylation modulation, inhibitor mode; 0.17% of 350,000 active; U2OS PGC1a acetylation, AlphaScreen anti-acetyl-lysine; with virally co-expressed GCN5 acetyltransferase; inhibition, % at 15.6 µM;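 active = every replicate shows inhibition of at least 40%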;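 also: 0% = neutral control wells and 100% = positive control wells; some results beyond the cut were filed as inactive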
E-sel inducer = induces E-selectin expression in human endothelial cells. P16581. HUVEC E-selectin immunofluorescence imaging; normalized: neutral wells 0, TNF-alpha wells 100. activation, % at 7.58 µM. 0.37% of 260,000 active. AID 686992;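 active = mean E-selectin-positive cell signal at least 10% of the positive control, reached in at least 60% of replicates, without over 20% cell loss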;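 also: in these data hits start at about 27%; measured in HUVEC primary endothelial cells; signal is the percent of cells scored E-selectin positive by PE staining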
Target sequence (P16581 whole entry, looked up): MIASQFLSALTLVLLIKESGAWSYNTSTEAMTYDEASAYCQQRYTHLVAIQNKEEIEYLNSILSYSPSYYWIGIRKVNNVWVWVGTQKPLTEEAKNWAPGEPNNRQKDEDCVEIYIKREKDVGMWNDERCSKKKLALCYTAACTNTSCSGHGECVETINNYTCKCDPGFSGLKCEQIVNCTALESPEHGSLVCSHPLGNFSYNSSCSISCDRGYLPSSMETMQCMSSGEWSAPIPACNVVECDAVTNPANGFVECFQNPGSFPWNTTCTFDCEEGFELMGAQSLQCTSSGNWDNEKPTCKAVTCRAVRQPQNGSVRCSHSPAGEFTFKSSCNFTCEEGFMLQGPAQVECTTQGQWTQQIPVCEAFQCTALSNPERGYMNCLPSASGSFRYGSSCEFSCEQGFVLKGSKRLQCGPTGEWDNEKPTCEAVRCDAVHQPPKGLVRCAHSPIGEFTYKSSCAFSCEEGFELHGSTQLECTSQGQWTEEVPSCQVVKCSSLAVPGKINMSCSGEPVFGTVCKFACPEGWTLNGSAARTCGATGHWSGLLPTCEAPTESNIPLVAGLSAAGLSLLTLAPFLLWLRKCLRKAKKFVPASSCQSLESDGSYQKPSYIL
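Assay system: HUVEC, human umbilical vein endothelial cells / Amount: 3,000 HUVEC/well / Controls: TNF-alpha positive control, DMSO neutral control / Compound dosing: single concentration / Medium: EGM-2 over gelatin coat / Evaluation: percent E-selectin-positive cells / Signal: immunofluorescence imaging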
miR-122 sensor = inhibitors of miR-122 in Huh7 cells. Huh7 miR-122 Renilla luciferase sensor, 48 h; neutral wells = 0, positive control = 100. 0.3% of 340,000 active. activation (reporter increase), % at 12.5 µM. AID 602342;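 active = mean replicate activation score at least 90 and every replicate individually at or above 90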;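 also: higher luciferase means less miR-122 activity so hits act as miR-122 inhibitors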
RAD54 branch = RAD54 (human) branch migration inhibition; RAD54 Holliday junction branch migration, FAM/BHQ fluorescence; 0.14% of 360,000 active; inhibition, % at 10.4 µM; AID 602329;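 active = mean normalized replicate activity at least 40 and at least half of replicates scoring 40 or more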;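 also: 0% = median of neutral control wells and 100% = median of positive control wells; inhibitors cause a drop in the FAM fluorescence signal; in these data hits start at about 50%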
* = called active by the depositor; . = no result given; [ ] = dose if it differs, or a comment.

SMILES	Cneo AK release	ERAP1 inh	PglD DTNB	RAD52 anneal inh	PGC1a acetyl inh	E-sel inducer	miR-122 sensor	RAD54 branch
Cc1nc2cc(-c3ccccc3)nn2c(C)c1CCC(=O)NCc1ccco1	1	-2	-2	-28	-8	0.0	1	0
COc1ccc(C)cc1S(=O)(=O)N1CCN(S(=O)(=O)c2cc(C(=O)O)ccc2C)CC1	2	2	0	-19	.	.	.	0
COCC(=O)Nc1ccc2c(c1)C(=O)N(C)C[C@@H](OC)[C@@H](C)CN(Cc1ccccn1)[C@@H](C)CO2	1	3	-1	4	8	-0.1	.	-4
Cc1cc(C(C)(C)C)n2nc(C)c(-c3ccccc3)c2n1	1	-2	1	-5	1	-0.4	.	8
CC(=O)c1ccc(NC(=O)CN2CCOCC2)cc1	-3	-1	3	-26	10	.	0	2
C/C=C\C=C/C(=O)Nc1cccc(C2=NOC3(C2)C[C@@H](C(N)=O)N(C(=O)/C=C/C=C\C)C3)c1 (stereo not given in full)	-1	.	2	.	-7	.	1	-2
COC(=O)c1ccccc1NC(=O)C1CCN(C(=O)c2ccc(OC)cc2)CC1	-1	.	-6	.	-2	.	-2	-3
O=S(=O)(c1ccccc1)N1CCN(c2ncnc3sc(-c4ccccc4)cc23)CC1	0	.	-5	.	-19	.	-10	1
Cc1ccc2nc(CNC(=O)C3CCC(=O)N(Cc4ccccc4F)C3)cn2c1 (stereo not given)	2	0	-13	-2	.	-0.7	.	-4
O=c1c(C(c2ccc(F)cc2)c2c(O)nc3n(c2=O)CCS3)c(O)nc2n1CCS2	.	-1	.	0	12	0.0	.	.

New compounds follow.
SMILES	Cneo AK release	ERAP1 inh	PglD DTNB	RAD52 anneal inh	PGC1a acetyl inh	E-sel inducer	miR-122 sensor	RAD54 branch
C[C@@H]1C(c2ccccc2)=NN(c2ccccc2)[C@H]1C(=O)N1CCOC1=O	-1	.	6	-11	-1	.	2	1
Cc1ccc(S(=O)(=O)N2CCN(Cc3cc(=O)n4ccccc4n3)CC2)cc1C	-3	3	-5	-53	.	-1.7	.	-5
COc1ccc(COc2ccc3c(C)cc(=O)oc3c2)cc1	-9	1	3	-6	-10	-1.5	-8	11
Cc1ccc(S(=O)(=O)N(C)CC(=O)N2CCN(Cc3ccccc3)CC2)cc1	0	0	3	-1	-8	0.1	-3	14
C[C@H](CO)N1C[C@H](C)[C@H](CN(C)S(=O)(=O)c2cccs2)OCCCC[C@H](C)Oc2ccc(NS(=O)(=O)c3ccc(Cl)cc3)cc2C1=O	0	-2	0	-28	-12	.	-14[16.7 µM]	2
CC(C)(Oc1ccc(Cl)cc1)C(=O)O/N=C(\N)c1ccncc1	.	-1	.	-14	9	.	9	.
CC(=O)Nc1cccc(NC(=O)c2cccc(Cl)c2)c1	0	0	-6	-12	.	0.0	1	5
Cc1ccc2c(c1)C1(OCCCO1)C(=O)N2CC(=O)NN	3	-4	-4	-5	7	-0.1	-7	-4
COc1ccc(CNC(=O)c2c(C)nc3ccccn23)cc1	0	.	-4	.	-6	-2.3	-4	-10
C[C@@H]1CCCCO[C@H](CN(C)C(=O)Nc2ccc(C(F)(F)F)cc2)[C@H](C)CN([C@H](C)CO)C(=O)c2cc(NS(=O)(=O)c3cn(C)cn3)ccc2O1	2	3	1	-18	-7	0.2	-6[16.7 µM]	-4

Part of the list above, reformatted.
Values in the order – Cneo AK release	ERAP1 inh	PglD DTNB	RAD52 anneal inh	PGC1a acetyl inh	E-sel inducer	miR-122 sensor	RAD54 branch
Cc1cc(C(C)(C)C)n2nc(C)c(-c3ccccc3)c2n1
  1	-2	1	-5	1	-0.4	.	8
CC(=O)c1ccc(NC(=O)CN2CCOCC2)cc1
  -3	-1	3	-26	10	.	0	2
C/C=C\C=C/C(=O)Nc1cccc(C2=NOC3(C2)C[C@@H](C(N)=O)N(C(=O)/C=C/C=C\C)C3)c1 (stereo not given in full)
  -1	.	2	.	-7	.	1	-2
COC(=O)c1ccccc1NC(=O)C1CCN(C(=O)c2ccc(OC)cc2)CC1
  -1	.	-6	.	-2	.	-2	-3
O=S(=O)(c1ccccc1)N1CCN(c2ncnc3sc(-c4ccccc4)cc23)CC1
  0	.	-5	.	-19	.	-10	1
Cc1ccc2nc(CNC(=O)C3CCC(=O)N(Cc4ccccc4F)C3)cn2c1 (stereo not given)
  2	0	-13	-2	.	-0.7	.	-4
O=c1c(C(c2ccc(F)cc2)c2c(O)nc3n(c2=O)CCS3)c(O)nc2n1CCS2
  .	-1	.	0	12	0.0	.	.
C[C@@H]1C(c2ccccc2)=NN(c2ccccc2)[C@H]1C(=O)N1CCOC1=O
  -1	.	6	-11	-1	.	2	1
Cc1ccc(S(=O)(=O)N2CCN(Cc3cc(=O)n4ccccc4n3)CC2)cc1C
  -3	3	-5	-53	.	-1.7	.	-5
COc1ccc(COc2ccc3c(C)cc(=O)oc3c2)cc1
  -9	1	3	-6	-10	-1.5	-8	11
Cc1ccc(S(=O)(=O)N(C)CC(=O)N2CCN(Cc3ccccc3)CC2)cc1
  0	0	3	-1	-8	0.1	-3	14
C[C@H](CO)N1C[C@H](C)[C@H](CN(C)S(=O)(=O)c2cccs2)OCCCC[C@H](C)Oc2ccc(NS(=O)(=O)c3ccc(Cl)cc3)cc2C1=O
  0	-2	0	-28	-12	.	-14[16.7 µM]	2
CC(C)(Oc1ccc(Cl)cc1)C(=O)O/N=C(\N)c1ccncc1
  .	-1	.	-14	9	.	9	.
CC(=O)Nc1cccc(NC(=O)c2cccc(Cl)c2)c1
  0	0	-6	-12	.	0.0	1	5

Continued:
SMILES	Cneo AK release	ERAP1 inh	PglD DTNB	RAD52 anneal inh	PGC1a acetyl inh	E-sel inducer	miR-122 sensor	RAD54 branch
CN1CCC(=O)N([C@H](CO)Cc2ccccc2)CC1	3	1	-1	-6	.	.	-17	-4
O=C(Nc1ccc(F)c(Cl)c1)C1Cc2c(-c3ccc(Cl)cc3)ccnc2O1 (stereo not given)	-1	-2	-3	-9	.	0.2	-2	-1
C=CCc1cccc2cc(C(=O)NNC(=O)c3ccncc3)c(=O)oc12	.	-1	.	-1	9	.	0	.
CCCCCN(C(=O)CCC(=O)OCC(=O)N1CCCCC1)c1c(N)n(CCCC)c(=O)[nH]c1=O	5	2	-5	-18	.	-1.4	-5	-10
COc1ccc(NC(=O)c2sc3ncn(CC(=O)N4CCN(c5ccccn5)CC4)c(=O)c3c2C)c(OC)c1	5	4	-3	-13	10	.	-5	0
O=C(O)CCCC1(C(=O)O)CCCC1	-1	-3	0	-1	-11	-0.2	-1	9
O=[N+]([O-])c1ccccc1S(=O)(=O)N1CCN(C2CCCC2)CC1	-1	-5	-2	9	-5	0.6	-3	-3
O=C(C[C@@H]1C[C@@H]2c3cc(NC(=O)c4cccnc4)ccc3O[C@@H]2[C@H](CO)O1)NC1CCCCC1	27	-1	-1	-2	-1	0.5	3[16.7 µM]	8
COc1cccc(C(C(=O)NC2CCCCC2)N(CC2CCCO2)C(=O)CNC(=O)c2ccco2)c1 (stereo not given)	0	.	0	.	.	.	-11	11
Cc1c(C(N)=O)sc2ncn(CCOc3ccccc3)c(=O)c12	0	-1	-3	-28	.	-0.7	-4	1

(continued)
SMILES	Cneo AK release	ERAP1 inh	PglD DTNB	RAD52 anneal inh	PGC1a acetyl inh	E-sel inducer	miR-122 sensor	RAD54 branch
C=CCn1c(SCC(=O)Nc2ccc3c(c2)CCC3)nnc1-c1cccs1	1	-1	-2	-14	-1	.	-8	-5
CCCNC(=O)[C@H]1[C@H](CO)[C@H]2Cn3c(ccc(-c4cccc(OC)c4)c3=O)[C@@H]1N2CC	.	-6	.	1	8	-0.4	.	.
Cc1cccc(-n2c(-c3ccco3)n[nH]c2=S)c1	-3	.	1	.	11	.	0	-9
CC(C)Cc1ccc(C(C)C(=O)Nc2ccc(O)cc2)cc1 (stereo not given)	1	3	-8	-6	.	0.1	.	-29
Cc1ccc2c(c1)N(C(=O)CCC(=O)N1CCc3ccccc3C1)CCO2	4	.	-4	.	4	.	-2	-5
C[C@H](NC(=O)C1CCN(C(=O)[C@H](Cc2ccccc2)NC(=O)OC(C)(C)C)CC1)C(=O)O	1	-1	5	-4	-1	.	-4	13
Cc1cc(=O)oc2cc(OC(C)C(=O)NCCCn3ccnc3)ccc12 (stereo not given)	2	-5	1	-10	4	.	-1	-1
CN(Cc1ccccc1)C(=O)COC(=O)c1ccc(Br)o1	-2	-3	9	0	1	0.0	4	4
Nc1ccc(Oc2ccccc2F)nc1	0	0	-3	-17	0	6.4	5	0
C[C@@H]1CN([C@H](C)CO)C(=O)c2cc(NC(=O)Cc3cn(C)c4ccccc34)ccc2O[C@@H]1CN(C)S(=O)(=O)c1ccccc1	-3	-1	5	-32	8	.	5[16.7 µM]	-5

Other results follow.
SMILES	Cneo AK release	ERAP1 inh	PglD DTNB	RAD52 anneal inh	PGC1a acetyl inh	E-sel inducer	miR-122 sensor	RAD54 branch
CSc1ccccc1NC(=O)C1(C)CCN1C(=O)CCC1CCCC1 (stereo not given)	-19	4	-1	-3	.	-0.2	.	-4
C[C@H]1CN([C@@H](C)CO)C(=O)c2cc(C#CCN(C)C)cnc2O[C@H]1CN(C)C(=O)NC1CCCC1	-1	0	-1	-15	8	1.9	-10[16.7 µM]	0
CCOC(=O)N1CCC(N2Cc3cccc(C(=O)Nc4cc(F)ccc4F)c3C2=O)CC1	1	1	0	2	12	.	7	6
COc1ccc(CN(C)C(=O)c2cc(S(=O)(=O)N3CCOCC3)ccc2N2CCCC2)cc1	-1	3	-7	-8	7	.	1	-4
C[C@@H]1CN([C@@H](C)CO)C(=O)c2cc(NC(=O)Nc3cccc4ccccc34)ccc2O[C@@H](C)CCCCO[C@@H]1CN(C)C(=O)C1CCCCC1	-5	-3	-4	3	4	0.0	1[16.7 µM]	-3
Cn1ncc([N+](=O)[O-])c1C(=O)Nc1ccccc1C(=O)O	-1	3	0	-5	-5	0.2	1	-5
Cc1cc2cc(CNC(=S)Nc3ccc(OC(F)(F)F)cc3)ccc2[nH]1	2	-2	-4	-25	0	0.9	15	4
COc1ccc(C(=O)NCC2CCCCC2)cc1S(=O)(=O)N1CCOCC1	3	3	0	-73	-1	-0.2	-4	-5
C[C@@H](NC(=O)[C@@H]1[C@@H](CO)[C@@H]2Cn3c(cccc3=O)[C@H]1N2CCC(F)(F)F)c1ccccc1	-4	-3	-2	-17	.	-0.3	.	2
O=C(N/C(=C\c1ccco1)C(=O)N1CCOCC1)c1ccccc1Cl	-2	0	1	-26	.	0.3	.	4
